Screening results deposited in PubChem BioAssay by Broad Institute.
miR-122 sensor = miR-122 Renilla sensor signal increase in Huh7, primary screen, miR-122 inhibitor project, cell-based, single point, plate reader; Huh7 miR-122 Renilla luciferase sensor, 48 h; neutral wells = 0, positive control = 100; activation (reporter increase), % at 12.5 µM; 340,000 compounds, 0.3% hits; AID 602342, 2012;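 active = mean replicate activation score at least 90 and every replicate individually at or above 90; inconclusive = only one of the two criteria met; inactive = neither criterion met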;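 also: higher luciferase means less miR-122 activity so hits act as miR-122 inhibitors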
ERAP1 HTS inh = human ERAP1 aminopeptidase inhibitors, primary screen, biochemical, single point, plate reader. recombinant ERAP1, Leu-AMC fluorescence, 60 min. inhibition, % at 10.7 µM. Endoplasmic reticulum aminopeptidase 1 (Homo sapiens), Q9NZ08. 340,000 compounds, 0.15% hits;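 active = mean replicate inhibition of at least 30%, or all replicates individually reaching that 30% level; inactive = mean below 30% and not every replicate reaching it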;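 also: 0% = neutral control wells and 100% = L-leucinethiol positive control wells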
F508del corr = F508del CFTR correction, initial screen, CFBE line, single point. CFBE cells, YFP halide quenching; stimulated with forskolin plus potentiator P3; % fluorescence drop versus neutral controls. activity (quench increase), % at 7.58 µM. 350,000 compounds, 0.36% hits;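 active = mean added fluorescence quench of at least 8% versus neutral control, with both replicates also reaching 8%; inconclusive = only one of the mean or replicate conditions met; inactive = mean below 8% and not both replicates reaching 8%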;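 also: cells transiently co-express mutant CFTR-F508del with the halide-sensitive YFP; corrector assay measuring rescue of mutant channel to the surface after 24 h compound exposure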
SIRT5 block = SIRT5 desuccinylase inhibitors, primary screen, biochemical, fluorescence imaging, single point, set 5. Purified SirT5, succinyl-peptide AMC, trypsin-coupled fluorescence. inhibition, % at 15 µM. 330,000 compounds, 1.1% hits; in the data active = inhibition above about 15%; inconclusive = no clear call, values can overlap the other calls
Target sequence (Q9NXA8 whole entry, looked up): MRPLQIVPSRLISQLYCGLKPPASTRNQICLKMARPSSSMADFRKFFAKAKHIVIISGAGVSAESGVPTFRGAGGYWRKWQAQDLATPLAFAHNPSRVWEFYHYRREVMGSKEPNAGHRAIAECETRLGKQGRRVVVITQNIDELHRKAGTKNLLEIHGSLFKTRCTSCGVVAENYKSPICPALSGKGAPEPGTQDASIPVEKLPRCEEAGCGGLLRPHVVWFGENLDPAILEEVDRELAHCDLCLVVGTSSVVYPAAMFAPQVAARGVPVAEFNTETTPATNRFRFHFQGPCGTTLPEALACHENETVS
ERp5 block = inhibitors of ERp5-driven insulin aggregation, primary screen, biochemical, turbidity, absorbance 650 nm, single point; 350,000 compounds, 0.05% hits; 90 min; inhibition, % at 9.99 µM;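 active = mean replicate inhibition above about 25%, with every replicate also reaching it, limit read from the data, passing the limit was not always enough; inconclusive = only one of those two criteria met; inactive = neither criterion met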
Target sequence (Q15084 whole entry, looked up): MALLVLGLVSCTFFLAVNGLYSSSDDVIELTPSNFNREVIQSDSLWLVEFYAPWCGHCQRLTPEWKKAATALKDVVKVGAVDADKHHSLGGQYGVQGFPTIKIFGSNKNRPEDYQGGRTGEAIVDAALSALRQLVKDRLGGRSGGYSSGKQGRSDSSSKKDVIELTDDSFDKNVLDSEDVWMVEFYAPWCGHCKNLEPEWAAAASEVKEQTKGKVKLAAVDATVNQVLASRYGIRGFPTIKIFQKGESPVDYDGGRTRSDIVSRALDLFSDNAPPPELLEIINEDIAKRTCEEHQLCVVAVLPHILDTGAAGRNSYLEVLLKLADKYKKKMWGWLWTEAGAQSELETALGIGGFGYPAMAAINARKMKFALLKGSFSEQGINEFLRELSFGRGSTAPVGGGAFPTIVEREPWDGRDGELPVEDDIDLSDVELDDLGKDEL
DENV2 CPE rescue = inhibitors of DENV2 cytopathic effect, primary screen, cell-based, plate reader, single concentration; 350,000 compounds, 1.7% hits; DENV2-infected cells, cytopathic effect rescue; CPE inhibition, % at 9.99 µM; AID 651640, 2012; in the data active = CPE inhibition above about 20%, passing the limit was not always enough; inconclusive = no clear call, values can overlap the other calls; tested in BHK-21 cells;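 also: 0% = median of neutral control wells and 100% = median of positive control wells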
Casp6 inh = human caspase-6 inhibitors, primary screen, biochemical, VEID-R110 fluorescence, single point, set 2; P55212; purified caspase-6, Z-VEID-R110 cleavage fluorescence; inhibition, % at 12.5 µM; 350,000 compounds, 0.53% hits;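 active = mean inhibition across replicates at least about 35%, with every replicate also reaching that limit, limit read from the data; inconclusive = only one of the two criteria met; inactive = neither criterion met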;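 also: 0% = median of neutral control wells and 100% = no fluorescence left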
Target sequence (P55212 24-179 limits assumed): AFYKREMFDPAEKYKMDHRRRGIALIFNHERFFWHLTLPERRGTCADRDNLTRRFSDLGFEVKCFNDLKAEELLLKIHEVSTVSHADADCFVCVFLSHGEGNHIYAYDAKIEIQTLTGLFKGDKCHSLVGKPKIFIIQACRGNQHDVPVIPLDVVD
Target sequence (P55212 194-293 limits assumed): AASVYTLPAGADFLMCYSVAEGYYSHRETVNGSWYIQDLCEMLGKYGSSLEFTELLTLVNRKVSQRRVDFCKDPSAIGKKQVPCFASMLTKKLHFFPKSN
* = called active by the depositor; [ ] = dose if it differs, or a comment.

What do the screens show for `COc1ccc(S(=O)(=O)Nc2nnc(Cc3ccc(OC)c(OC)c3)s2)cc1`?
miR-122 sensor: 0; ERAP1 HTS inh: 1; F508del corr: 0.4; SIRT5 block: -10; ERp5 block: 2; Casp6 inh: 3

Results for O=C1NC(=S)N/C1=C/c1ccc2ccccc2c1 ?
ERAP1 HTS inh: 3; F508del corr: -0.9; SIRT5 block: 6; ERp5 block: 2; DENV2 CPE rescue: 3; Casp6 inh: -1

How did COc1cccc(C#Cc2ccc3c(c2)[C@@H]2[C@@H](CCN2S(=O)(=O)c2ccccc2)[C@H](CO)N3)c1 do in these assays?
ERAP1 HTS inh: -1; F508del corr: 1.8; ERp5 block: -8; DENV2 CPE rescue: -15; Casp6 inh: 2

What do the screens show for `CC(=O)Nc1cccc(-n2nnc(SCC(N)=O)n2)c1`?
F508del corr: 0.4; SIRT5 block: -3; ERp5 block: 2; DENV2 CPE rescue: -1; Casp6 inh: -4

How did CCOC(=O)c1cccc(NC(=O)CCc2nnc3ccc(N4CCN(C)CC4)nn23)c1 do in these assays?
miR-122 sensor: 1; ERAP1 HTS inh: -2; F508del corr: 1.0; SIRT5 block: 2; ERp5 block: -12; DENV2 CPE rescue: 8; Casp6 inh: -5

What do the screens show for `O=C(NCc1ccccc1)C(c1ccco1)N1CCN(C(=O)C2CCCO2)CC1` (configuration not stated)?
ERAP1 HTS inh: -2; F508del corr: 0.2; SIRT5 block: -3; ERp5 block: -7; DENV2 CPE rescue: 13; Casp6 inh: 0

Results for CCCS(=O)(=O)c1nc(C)cc(C)c1S(C)(=O)=O ?
miR-122 sensor: 7; ERAP1 HTS inh: -1; F508del corr: 1.3; SIRT5 block: -3; ERp5 block: 1; DENV2 CPE rescue: 13; Casp6 inh: 1

What do the screens show for `COc1ccc(NC2CCCN(C(=O)CN3CCOC3=O)C2)cc1` (configuration not stated)?
ERAP1 HTS inh: -1; F508del corr: -0.1; SIRT5 block: 0; ERp5 block: -6; DENV2 CPE rescue: -3; Casp6 inh: -3

What do the screens show for `COc1cccc(OC)c1C(=O)N[C@@H]1C(=O)N2[C@@H]1SC(C)(C)[C@@H]2C(=O)O`?
miR-122 sensor: -1; ERAP1 HTS inh: 3; F508del corr: -0.8; SIRT5 block: 1; ERp5 block: 4; DENV2 CPE rescue: 17; Casp6 inh: 1

Results for C[C@@H]1CN([C@@H](C)CO)S(=O)(=O)c2ccc(-c3cccnc3)cc2O[C@H]1CN(C)Cc1ccncc1 ?
miR-122 sensor: -3[16.7 µM]; ERAP1 HTS inh: 1; F508del corr: 1.4; SIRT5 block: 1; ERp5 block: -2; DENV2 CPE rescue: -15; Casp6 inh: 0

How did O=C(NCc1ccccc1)/C(=C\c1ccc(O)cc1)NC(=O)c1ccco1 do in these assays?
miR-122 sensor: 0; ERAP1 HTS inh: 3; F508del corr: 1.8; SIRT5 block: 2; ERp5 block: -5; DENV2 CPE rescue: -2; Casp6 inh: 7

How did O=c1c2ccccc2c(=O)n(-c2ccccc2)n1CCCCBr do in these assays?
miR-122 sensor: -5; F508del corr: -3.2; SIRT5 block: 0; ERp5 block: 0; DENV2 CPE rescue: 6; Casp6 inh: -1

An excerpt from above in order of heavy-atom count, smallest number first.
What do the screens show for `CC(=O)Nc1cccc(-n2nnc(SCC(N)=O)n2)c1`?
F508del corr: 0.4; SIRT5 block: -3; ERp5 block: 2; DENV2 CPE rescue: -1; Casp6 inh: -4

How did O=c1c2ccccc2c(=O)n(-c2ccccc2)n1CCCCBr do in these assays?
miR-122 sensor: -5; F508del corr: -3.2; SIRT5 block: 0; ERp5 block: 0; DENV2 CPE rescue: 6; Casp6 inh: -1

How did COc1cccc(C#Cc2ccc3c(c2)[C@@H]2[C@@H](CCN2S(=O)(=O)c2ccccc2)[C@H](CO)N3)c1 do in these assays?
ERAP1 HTS inh: -1; F508del corr: 1.8; ERp5 block: -8; DENV2 CPE rescue: -15; Casp6 inh: 2

The list goes on:
Results for CN(C)CCCNC(=O)C[C@H]1C[C@H](C(=O)N2CCCCC2)[C@@]2(C)c3[nH]c4ccc(Cl)cc4c3CCN2C1=O ?
miR-122 sensor: -1; ERAP1 HTS inh: -4; F508del corr: -4.4; SIRT5 block: -8; ERp5 block: -3; DENV2 CPE rescue: 2; Casp6 inh: -16

Results for Cn1c(=O)n(C)c2cc(NS(=O)(=O)c3cccs3)ccc21 ?
miR-122 sensor: -1; ERAP1 HTS inh: 0; F508del corr: -0.3; SIRT5 block: -1; ERp5 block: 1; DENV2 CPE rescue: 14; Casp6 inh: 0

Results for CC1CC(C)CN(C(=O)CNC(=O)Cn2ccc3ccccc3c2=O)C1 (configuration not stated) ?
miR-122 sensor: 0; F508del corr: 0.8; SIRT5 block: 0; ERp5 block: 7; Casp6 inh: -1

What do the screens show for `CO[C@H]1CC[C@@H]2CCN(C)C(=O)[C@H](C)[C@H](OC)CN(C)C(=O)c3cccc(C#N)c3OC[C@H]1O2`?
ERAP1 HTS inh: 1; F508del corr: 1.4; SIRT5 block: 3; ERp5 block: 1; DENV2 CPE rescue: -3; Casp6 inh: -95

What do the screens show for `O=C1c2ccccc2C(=O)N1CCc1ccccc1`?
miR-122 sensor: 3; ERAP1 HTS inh: 1; F508del corr: -1.2; SIRT5 block: 2; ERp5 block: 2; DENV2 CPE rescue: -1; Casp6 inh: 1

How did CN(Cc1nc(-c2cnccn2)no1)Cc1cccc2ccccc12 do in these assays?
miR-122 sensor: 6; F508del corr: -0.2; SIRT5 block: -5; ERp5 block: 6; DENV2 CPE rescue: -1; Casp6 inh: -3

Results for CCOC(=O)c1sc(NC(=O)c2cccc(S(=O)(=O)N3c4ccccc4CC3C)c2)cc1C (configuration not stated) ?
ERAP1 HTS inh: 0; SIRT5 block: -5; ERp5 block: -4; DENV2 CPE rescue: inconclusive; Casp6 inh: 1

Results for CCn1c(N)c(C(=O)COC(=O)CCc2nc3ccccc3c(=O)[nH]2)c(=O)[nH]c1=O ?
ERAP1 HTS inh: -1; F508del corr: -3.0; SIRT5 block: 1; ERp5 block: -6; DENV2 CPE rescue: -8; Casp6 inh: 7

How did Cc1noc(C)c1NC(=O)Nc1cccc2c1O[C@@H](CN(C)S(C)(=O)=O)[C@@H](C)CN([C@@H](C)CO)C2=O do in these assays?
ERAP1 HTS inh: -6; F508del corr: -0.4; SIRT5 block: inconclusive; ERp5 block: 8; DENV2 CPE rescue: 31; Casp6 inh: 4

How did Cc1ccccc1C(=O)c1cccn1CC(=O)NCCCN1CCCCC1 do in these assays?
ERAP1 HTS inh: -6; F508del corr: -1.8; SIRT5 block: 0; ERp5 block: 2; DENV2 CPE rescue: -1; Casp6 inh: -24

Results for CO[C@H]1CN(C)C(=O)c2cc(NC(=O)C3CCC3)ccc2OC[C@@H](C)N(Cc2nccs2)C[C@@H]1C ?
miR-122 sensor: 1[16.7 µM]; ERAP1 HTS inh: -2; F508del corr: -0.7; SIRT5 block: 2; ERp5 block: -5; DENV2 CPE rescue: -6; Casp6 inh: -2

Results for C[C@@H]1CN([C@H](C)CO)C(=O)Cc2cc(NC(=O)CCCCCC(=O)Nc3ccccc3N)ccc2O[C@@H]1CN(C)S(=O)(=O)c1cccs1 ?
miR-122 sensor: -1[16.7 µM]; F508del corr: 1.1; DENV2 CPE rescue: 4

How did COc1ccc(/C(C)=N/NC(=O)c2ccc(NS(=O)(=O)c3cccs3)cc2)cc1 do in these assays?
miR-122 sensor: 4; ERAP1 HTS inh: 0; F508del corr: -1.2; SIRT5 block: 1; ERp5 block: 7; DENV2 CPE rescue: 6; Casp6 inh: -1

Results for CCNc1ncnc2c1cnn2C1CCCCO1 (configuration not stated) ?
ERAP1 HTS inh: -1; F508del corr: 2.9; SIRT5 block: -1; ERp5 block: 10; DENV2 CPE rescue: 5; Casp6 inh: 3

Results for CCCNC(=O)N1[C@@H](CO)[C@H](c2ccccc2)[C@@H]1CNC(=O)c1cccc(F)c1 ?
miR-122 sensor: 6[16.7 µM]; ERAP1 HTS inh: -3; F508del corr: -4.4; SIRT5 block: 0; ERp5 block: -9; DENV2 CPE rescue: 12; Casp6 inh: 1

Results for CCN(CC)C1Oc2cc3c(cc2C(c2cc(OC)c(OC)c(OC)c2)C1C)OCO3 (configuration not stated) ?
miR-122 sensor: 47; ERAP1 HTS inh: 2; F508del corr: 2.2; ERp5 block: -6; DENV2 CPE rescue: -1; Casp6 inh: -1

What do the screens show for `CN(C)C(=O)C[C@@H]1C[C@@H]2c3cc(NS(=O)(=O)c4ccccc4)ccc3O[C@@H]2[C@H](CO)O1`?
miR-122 sensor: 8[16.7 µM]; ERAP1 HTS inh: -3; F508del corr: -1.0; SIRT5 block: -5; ERp5 block: 1; DENV2 CPE rescue: -5; Casp6 inh: 1

How did CCOC(=O)C1CCN(S(=O)(=O)c2ccc(OCC(=O)OC)cc2)CC1 do in these assays?
miR-122 sensor: -4; ERAP1 HTS inh: 1; ERp5 block: 0; Casp6 inh: -2

What do the screens show for `CC1(C(=O)NCC2CCCCC2)CCN1C(=O)Cc1ccc(-c2ccccc2)cc1` (configuration not stated)?
miR-122 sensor: 9; ERAP1 HTS inh: 2; F508del corr: 0.7; SIRT5 block: -1; ERp5 block: -2; DENV2 CPE rescue: -5; Casp6 inh: 3

Results for CC(C)CC#Cc1cnc2c(c1)C(=O)N([C@@H](C)CO)C[C@H](C)[C@@H](CN(C)Cc1ccc(F)cc1)O2 ?
miR-122 sensor: 1[16.7 µM]; ERAP1 HTS inh: -2; F508del corr: 0.0; SIRT5 block: 8; ERp5 block: 0; DENV2 CPE rescue: 14; Casp6 inh: -1

What do the screens show for `O=C(CSc1nc(O)c(Cc2ccccc2)c(=O)[nH]1)Nc1nc2c(s1)CCCC2`?
ERAP1 HTS inh: -6; F508del corr: -2.9; SIRT5 block: 2; ERp5 block: -4; DENV2 CPE rescue: 1; Casp6 inh: 9

Results for COc1cccc(-c2cnc3c(c2)C(=O)N([C@@H](C)CO)C[C@H](C)[C@H](CN(C)Cc2ccncc2)O3)c1 ?
miR-122 sensor: 1[16.7 µM]; ERAP1 HTS inh: -1; F508del corr: 4.3; SIRT5 block: -1; ERp5 block: -1; DENV2 CPE rescue: 6; Casp6 inh: 1

What do the screens show for `O=C(NCc1ccccn1)c1ccc(NS(=O)(=O)c2cccc(Cl)c2)cc1`?
miR-122 sensor: 1; ERAP1 HTS inh: 1; F508del corr: -2.8; SIRT5 block: -17; ERp5 block: 3; DENV2 CPE rescue: -4; Casp6 inh: -3

Results for COCCNC(=O)C[C@@H]1C[C@H]2c3cc(NC(=O)Cc4ccncc4)ccc3O[C@H]2[C@@H](CO)O1 ?
miR-122 sensor: -3[16.7 µM]; ERAP1 HTS inh: 0; F508del corr: 0.3; SIRT5 block: 4; ERp5 block: -4; DENV2 CPE rescue: 5; Casp6 inh: 0

What do the screens show for `COc1ccc(CCNC(=O)C2=CCN(S(=O)(=O)c3ccc(F)cc3)CC2)cc1OC`?
miR-122 sensor: -3; ERAP1 HTS inh: -4; F508del corr: -0.4; SIRT5 block: -8; ERp5 block: 1; DENV2 CPE rescue: -1; Casp6 inh: 2

How did CC(C)C[C@@H]1Cc2[nH][nH]c(=O)c2[C@H](C(C)C)O1 do in these assays?
ERAP1 HTS inh: 0; F508del corr: -1.9; SIRT5 block: -1; ERp5 block: 2; DENV2 CPE rescue: 8; Casp6 inh: -1

What do the screens show for `COc1ccc(N2CC(O)=C(c3nc(-c4ccc(Br)cc4)cs3)C2=N)cc1`?
ERAP1 HTS inh: 1; F508del corr: 1.4; SIRT5 block: -3; ERp5 block: -1; DENV2 CPE rescue: 1; Casp6 inh: 0

What do the screens show for `COc1cccc(-c2cc(CNC(=O)[C@H]3O[C@@H](n4ccc(N)nc4=O)[C@H](O)[C@@H]3O)no2)c1`?
miR-122 sensor: 5; ERAP1 HTS inh: 2; F508del corr: -4.0; SIRT5 block: -1; ERp5 block: 2; DENV2 CPE rescue: 16; Casp6 inh: 0
